# Screening results (PubChem)
# S1P4 antagonist: human S1P4 receptor antagonism; S1P4-expressing cells, antagonist mode, reporter read-out; inhibition, % at 4.98 µM; 0.26% of 220,000 active; in the data active means inhibition above about 29%;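 further: 0% = wells stimulated with agonist and 100% = vehicle wells without agonist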
# Target sequence (O95977 whole entry, looked up): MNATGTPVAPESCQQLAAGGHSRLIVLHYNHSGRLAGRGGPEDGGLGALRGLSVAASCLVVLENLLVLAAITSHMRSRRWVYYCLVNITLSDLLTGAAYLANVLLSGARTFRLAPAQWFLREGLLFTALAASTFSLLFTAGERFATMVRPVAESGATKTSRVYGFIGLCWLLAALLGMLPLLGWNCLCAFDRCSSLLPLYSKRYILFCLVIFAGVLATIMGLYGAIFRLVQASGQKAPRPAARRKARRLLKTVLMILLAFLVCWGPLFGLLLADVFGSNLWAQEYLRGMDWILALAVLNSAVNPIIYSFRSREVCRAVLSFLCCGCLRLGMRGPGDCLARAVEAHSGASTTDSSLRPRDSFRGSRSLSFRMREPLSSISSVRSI
# NPY Y1 blocker: blocks the human neuropeptide Y Y1 receptor; 1% of 200,000 active; HEK293-CNG Y1 cells, membrane potential fluorescence; NPY at EC95, then isoproterenol; P25929; inhibition, % at 3.6 µM;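 active means inhibition above the campaign mean inhibition of all tested compounds plus 3 SD, cut at about 20% in these data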;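 further: 0% = DMSO wells given NPY plus isoproterenol and 100% = isoproterenol alone without NPY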
# Target sequence (P25929 whole entry, looked up): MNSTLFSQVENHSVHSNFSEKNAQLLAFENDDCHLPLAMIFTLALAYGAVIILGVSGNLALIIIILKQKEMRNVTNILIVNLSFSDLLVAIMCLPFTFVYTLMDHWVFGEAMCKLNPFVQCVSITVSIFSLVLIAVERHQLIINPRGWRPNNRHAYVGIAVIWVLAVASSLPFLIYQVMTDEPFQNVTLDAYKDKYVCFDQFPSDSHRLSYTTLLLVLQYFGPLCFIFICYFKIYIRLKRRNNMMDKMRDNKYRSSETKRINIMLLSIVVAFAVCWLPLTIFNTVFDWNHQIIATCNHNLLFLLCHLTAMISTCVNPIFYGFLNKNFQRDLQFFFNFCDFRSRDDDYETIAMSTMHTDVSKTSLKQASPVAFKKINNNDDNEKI
#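 Test system – HEK293 Y1/CNG channel cell line · Also added – NPY agonist 25 nM, then isoproterenol 1 µM plus Ro 20-1724 25 µM · Compound dosing – one concentration, 3.6 µM, in 0.4% DMSO · Schedule – compound incubation 1 h at room temperature, readout 45 min post-stimulation · Technique – fluorescence, membrane potential probe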
# EP2 antag: blocks the human prostaglandin E2 receptor EP2; AID 1422; inhibition, % at 25 µM; 0.52% of 260,000 active; C6 glioma cells expressing human EP2, cAMP TR-FRET; cells stimulated with saturating PGE2;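 active means percent inhibition above 40 after rounding to a whole number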;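 further: rat C6 glioma host cells with rolipram phosphodiesterase inhibitor present; the protocol text gives 20 µM as final concentration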
# NPY1 pot ag: potentiators or agonists of human neuropeptide Y receptor Y1; NPY-Y1 expressing cells, potentiator/agonist activation; activation, % at 3.6 µM; AID 1304; 0.37% of 220,000 active; P25929; in the data active means activation above about 33%, passing the limit was not always enough;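 further: cells stimulated with NPY at EC10 then isoproterenol at EC100; 0% = low agonist plus stimulus and 100% = saturating agonist plus stimulus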
# EP2 modulator: EP2 receptor (human) modulation. induction, % at 25 µM. P43116. AID 940. EP2-expressing cells, cAMP HTRF FRET, PGE2 co-stimulation. 0.83% of 260,000 active;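 active means compounds whose cAMP rise, as percent of the full-agonist control response, exceeds 60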;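 further: rat C6 glioma line stably carrying human EP2 under a CMV promoter; the protocol text gives 20 µM as final concentration; 100% = response of wells given 1 µM PGE2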
# eIF4E-4G inh: eIF4E/eIF4G interaction inhibition in translation initiation; P63073+Q04637; TR-FRET eIF4E-eIF4GI(517-606) binding, 2 h; 0.37% of 220,000 active; inhibition, % at 21.7 µM;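 active means inhibition above about 30%, limit read from the data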;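 further: 0% = full FRET control wells and 100% = background wells lacking eIF4GI fragment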
# S1P4 ag: agonists of human S1P4 receptor; S1P4-expressing cell line, agonist reporter assay; AID 1509; activation, % at 4.98 µM; 0.35% of 220,000 active; O95977; in the data active means activation above about 11%;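 further: 0% = DMSO vehicle and 100% = reference agonist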
# p97 ATPase inh: inhibitors of human p97 ATPase; inhibition, % at 8 µM; 0.42% of 220,000 active; recombinant p97 ATPase, Kinase-Glo ATP luminescence, 3 h; P55072; in the data active means inhibition above about 15%;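 further: 0% = DMSO vehicle and 100% = wells lacking enzyme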
# NPY2 pot ag: potentiates or activates human NPY-Y2 receptor | cells expressing NPY-Y2, potentiator/agonist read-out | 0.45% of 220,000 active | activation, % at 3.6 µM; in the data active means activation above about 27%;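 further: cells stimulated with NPY near EC25 plus isoproterenol at EC100; 0% = vehicle plus submaximal agonist and 100% = vehicle plus saturating agonist; some results beyond the cut were filed as inactive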
# Numbers without * were called inactive; x = not tested or not shown; & = joins results of further samples; [ ] = dose if it differs, or a comment.
compound	S1P4 antagonist	NPY Y1 blocker	EP2 antag	NPY1 pot ag	EP2 modulator	eIF4E-4G inh	S1P4 ag	p97 ATPase inh	NPY2 pot ag
Cc1cccc2cc(C#N)c(SCC(=O)N3CC(=O)Nc4ccccc43)nc12	-2	9	19&24	-7	5&2	12	-1.7	8	1
CC(=O)C1=C(O)C(=O)N(Cc2ccco2)C1c1ccc(F)cc1 (stereo not given)	-20	-1	21	-11	7	-4	0.1	5	0
COc1ccc(NC(=O)C(OC(=O)c2ccc([N+](=O)[O-])o2)c2ccccc2)cc1Cl (stereo not given)	-1	3	19	2	8	1	0.5	6	3
O=C(NCCCn1ccnc1)C1CC(c2cccc(Br)c2)=NO1 (stereo not given)	-10	1	13	2	4	5	-2.7	1	22
COCCNC(=S)N/N=C(\C)c1ccccc1F	-9	-3	6	-1	-9	4	0.7	0	16
CCOC(=O)CN1C(=O)CCSc2ccc(Cl)cc21	19	4	9	4	13	-3	0.4	-1	-2
Cc1noc(N)c1C(=O)Nc1ccc(F)cc1	-11	-1	15	2	13	6[fluorescence artefact?]	0.3	-7	9
O=C(Oc1ccc(/C=N/O)cc1)c1ccccc1Cl	-13	3	5	9	-25	0	-1.4	8	4
NC(=O)CC1SC(N)=NC1=O (stereo not given)	1	0	6	-1	-4	x	1.8	-4	-2
C=CCOc1nc2c(c(=O)n(C)c(=O)n2C)n1C	-23	13	6	-14	16	-2[fluorescence artefact?]	2.7	-3	4
O=C1CC(C2CCCO2)C(=O)N1Cc1ccccc1 (stereo not given)	-14	-3	11	14	-6	-3[fluorescence artefact?]	-1.1	2	4
N#Cc1nc(-c2ccc(OCc3ccc(Cl)cc3)cc2)oc1NCc1cccnc1	2	-2	9	-12	-24	-35[fluorescence artefact?]	0.1	-3	-11
CC(C)CCn1cnc2c(NCc3ccccc3)ncnc21	-5	10	12	-13	-19	-1[fluorescence artefact?]	0.2	-3	6
CC(C)N(Cc1nc(-c2ccccc2)no1)C(=O)CSc1ccccc1	-2	6	16	-15	41	-5	-2.5	-8	-13
CC(C)CNc1nc(N)c([N+](=O)[O-])c(NCC2CCCO2)n1 (stereo not given)	-8	-1	9	30	1	10[fluorescence artefact?]	0.1	5	1
CCOC(=O)C1=C(c2ccccc2)NC(SCC(=O)NC2CCCCC2)=C(C#N)C1c1ccco1 (stereo not given)	-15	-1	71*	-11	27	4	0.4	0	-2
Cc1ccc(S(=O)(=O)N2CCC(C(=O)N3Cc4ccccc4C3)CC2)cc1	-10	2	16&8	-8	-45&-41	2	-0.2	2	7
COc1cc(-n2c(N)c(C(=O)NCc3ccco3)c3nc4ccccc4nc32)cc(OC)c1OC	-1	-6	4	-15	16	3	0.1	4	-1
CC(C)c1[nH]nc2c1C(Cc1ccccc1)C(C#N)=C(N)O2 (stereo not given)	-13	-2	9	-2	8	6	0.9	-1	6
CCC(C(=O)NC1CCCCC1)n1c(SCc2ccccc2F)nc2ccncc21 (stereo not given)	5	5	11	-24	17	4[fluorescence artefact?]	0.8	4	5

# Two entries from above in a different format.
# The line under a structure holds: S1P4 antagonist | NPY Y1 blocker | EP2 antag | NPY1 pot ag | EP2 modulator | eIF4E-4G inh | S1P4 ag | p97 ATPase inh | NPY2 pot ag
CCOC(=O)C1=C(c2ccccc2)NC(SCC(=O)NC2CCCCC2)=C(C#N)C1c1ccco1 (stereo not given)
    -15 | -1 | 71* | -11 | 27 | 4 | 0.4 | 0 | -2
Cc1ccc(S(=O)(=O)N2CCC(C(=O)N3Cc4ccccc4C3)CC2)cc1
    -10 | 2 | 16&8 | -8 | -45&-41 | 2 | -0.2 | 2 | 7

# More entries follow:
compound	S1P4 antagonist	NPY Y1 blocker	EP2 antag	NPY1 pot ag	EP2 modulator	eIF4E-4G inh	S1P4 ag	p97 ATPase inh	NPY2 pot ag
COc1ccc(N/C=C/C(=O)C(F)(F)F)cc1	1	1	4	-5	-11	-3	0.0	5	4
COc1ccc(CNC(=O)c2c(C)oc3c2C(=O)c2ccccc2C3=O)cc1	-7	2	29	-7	-39	4	0.2	2	-7
Cc1ccc2nc(-c3ccco3)c(Nc3ccccc3)n2c1	3	5	8	17	24	14	1.1	2	18
Cc1[nH]n(-c2ccccc2)c(=O)c1C=NCCc1ccccc1	-5	7	9	-1	-27	0	0.0	-2	-6
Cc1ccsc1/C=N\NC(=O)Cn1nnc2ccccc21	-9	-1	8	15	-2	0	28*	7	9
O=C(Cn1cnc2c(cnn2-c2ccc(Cl)cc2)c1=O)NCC1CCCO1 (stereo not given)	-7	-3	13	15	12	-3	1.7	4	4
NS(=O)(=O)c1ccc(NC(=S)N2CCN(c3ccccc3Cl)CC2)cc1	-13	1	8	-17	-7	-2	-3.1	-5	0
COCCSc1nnc(NS(=O)(=O)c2ccc(F)cc2)s1	-22	10	14&3	2	9&13	-1	1.6	-3	-17
O=C(COCC(=O)N/N=C/c1ccccc1F)N/N=C/c1ccccc1F	-31	2	11	-4	-8	7[fluorescence artefact?]	0.7	3	14
CC(NCC(O)c1ccc([N+](=O)[O-])cc1)C12CC3CC(CC(C3)C1)C2 (stereo not given)	-5	x	6	20	-29	4	-0.9	1	-9
COC(=O)c1nc(NC(=O)C(C)(C)C)n[nH]1	7	2	16	-35	66*	-5	-2.4	-2	-12
CCOC(=O)C1CCCN(C(=S)Nc2ccc(Nc3ccccc3)cc2)C1 (stereo not given)	-13	-8	6	14	-46	1	-3.2	-1	4
N#Cc1ccccc1N=Cc1ccc(Br)cc1	-27	-4	6	6	-14	12	1.2	1	-2
CCCCNC(=S)NCc1ccc2c(c1)cc(C)n2C	16	-2	9	-17	-25	0	0.3	4	-6
COc1cccc(O[C@@H]2O[C@@H]3COC(C)(C)O[C@H]3[C@H](O)[C@H]2NC(C)=O)c1	-21	-1	19	-9	24	2[fluorescence artefact?]	0.8	1	17
CN1CCN(Cc2cc(=O)oc3cc4c(cc23)CCC4)CC1	-20	2	3	-6	-10	-1	0.3	-1	-3
CCOc1cc(N2CCOCC2)c(OCC)cc1NC(=O)COc1ccccc1[N+](=O)[O-]	-11	-2	8	-5	16	4	4.3	0	1
CCn1c2ccccc2c2cc(NC(=O)c3cccc([N+](=O)[O-])c3C)ccc21	-14	-5	15	17	-83	-5[fluorescence artefact?]	1.0	7	11
CCOc1ccc(NC(=O)CN(C)CC(=O)Nc2cccc(Cl)c2C)cc1OCC	-25	4	8	4	-32	1	-0.9	-5	-1
O=C(O)CCCN1C(=O)/C(=C\c2ccc(-c3nc4ccccc4s3)o2)SC1=S	-5	x	1	5	0	15	3.1	15*	3
CO/N=C(/CS(=O)Cc1ccc(Cl)cc1)c1ccc(Cl)cc1 (stereo not given)	1	14	11	5	10	7	-1.2	-3	-16
COc1cc(CNc2ccc(S(N)(=O)=O)cc2)ccc1OCC(=O)NC1CCCCC1	-10	-4	4	-6	-4	2	2.9	2	3
Cc1ccc(NS(C)(=O)=O)c(C(=O)c2ccccc2)c1	-1	4	8	-3	-1	-2	0.5	2	-1
O=C(Nc1cc2c(cc1Br)OCCCO2)c1ccccc1	4	5	7	-28	15	1[fluorescence artefact?]	-1.8	7	-18
c1ccc(CNc2ncnc3sc4c(c23)CCC4)nc1	-17	3	11	11	1	-3	-0.4	1	6
COCCCNC(=O)CCCn1c(=O)c2ccccc2n(CC(=O)Nc2c(C)cc(C)cc2C)c1=O	0	-3	4	-15	3	-4	1.1	2	6
CCN(CC)C(=O)c1sc(N2C(=O)Nc3ccccc3N2O)c(C(=O)OC)c1C	-3	4	8	2	29	-5	0.4	8	6
O=C(NCc1cccs1)c1cc(-c2ccccc2)nc2ccccc12	-6	7	3	-63	-19	3	0.9	5	-35
CCCCCC(=O)Nc1nc(C)c(-c2csc(Nc3ccccc3OCC)n2)s1	-3	8	20	-2	1	-6	1.6	-4	-23
O=C(Nc1ccc(Cl)cn1)c1ccc(COc2ccccc2Br)o1	13	7	6	-20	-42	2	1.6	4	-22

# A second format for some results above.
# Values run as follows: S1P4 antagonist, NPY Y1 blocker, EP2 antag, NPY1 pot ag, EP2 modulator, eIF4E-4G inh, S1P4 ag, p97 ATPase inh, NPY2 pot ag
- O=C(Nc1cc2c(cc1Br)OCCCO2)c1ccccc1
    4, 5, 7, -28, 15, 1[fluorescence artefact?], -1.8, 7, -18
- CO/N=C(/CS(=O)Cc1ccc(Cl)cc1)c1ccc(Cl)cc1 (stereo not given)
    1, 14, 11, 5, 10, 7, -1.2, -3, -16
- Cc1ccc(NS(C)(=O)=O)c(C(=O)c2ccccc2)c1
    -1, 4, 8, -3, -1, -2, 0.5, 2, -1
- CCCCCC(=O)Nc1nc(C)c(-c2csc(Nc3ccccc3OCC)n2)s1
    -3, 8, 20, -2, 1, -6, 1.6, -4, -23
- c1ccc(CNc2ncnc3sc4c(c23)CCC4)nc1
    -17, 3, 11, 11, 1, -3, -0.4, 1, 6
- O=C(NCc1cccs1)c1cc(-c2ccccc2)nc2ccccc12
    -6, 7, 3, -63, -19, 3, 0.9, 5, -35

# A portion of the library, so the mix of outcomes need not match the whole.
